RMI FANCM FP = disruptors of RMI1/RMI2 association with MM2 peptide – biochemical, fluorescence polarization, human, primary screen; RMI core complex (RMI1/RMI2) binding to FANCM MM2 peptide, human; RMI core complex with F-MM2 peptide; active compounds read low; FP signal (polarization) at 33 µM; 0.58% of 70,000 active; in the data active = FP signal below about 40; also: inactives centre near 61; strong numbers were not always called active; unit not given here
Active calls of the source: *.

SMILES | RMI FANCM FP
O=C(CCCc1ccccc1)NCCn1ncc2c(N3CCN(c4ncccn4)CC3)ncnc21 | 63
C=CCn1c(SCC(=O)Nc2nnc(-c3cccs3)s2)nnc1-c1ccco1 | 52
COc1ccc2nc(-c3ccc(C)c(NS(=O)(=O)c4cc(F)ccc4F)c3)cn2n1 | 69
CCOC(=O)c1ccc(Cl)c(NC(=S)NN)c1 | 58
COc1cccc(-c2ccc(=O)n(CCCC(=O)Nc3cc(Cl)cc(Cl)c3)n2)c1 | 72
CC(=O)c1ccc(C(F)(F)F)cc1[N+](=O)[O-] | 62
Cc1ccccc1OCC(=O)Nc1ccc2c(c1)CCC(=O)N2 | 54
O=S(=O)(CCCOc1ccc(F)cc1)NCCc1ccc(Cl)cc1 | 76
CSc1nnc(CNC(=O)c2ccccc2C(F)(F)F)n1-c1cccc(C)c1 | 62
COc1ccc(-c2cc(=O)n(CC(=O)Nc3ccc(F)c(F)c3)cn2)cc1 | 69
Cc1cc2c(cc1C)NC(CC(=O)Nc1ccc(Cl)c(Cl)c1)C(=O)N2 (stereo unspecified) | 55
CC(C)(C)c1ccc(-n2c(=O)[nH]c3c(C(N)=O)nc(-c4cccc(C(F)(F)F)c4)nc32)cc1 | 126
Cc1cc(=O)[nH]c(-n2nc(C)cc2NC(=O)C2CCN(S(C)(=O)=O)CC2)n1 | 69
CN(C)Cc1c(O)ccc2c(-c3ccccc3)cc(=O)oc12 | 48
COc1cccc2sc(N(CC3CCCO3)C(=O)/C=C/c3ccc4c(c3)OCO4)nc12 (stereo unspecified) | 66
Cc1c(Cl)ccc2sc(NC(=O)C3CCCN3S(C)(=O)=O)nc12 (stereo unspecified) | 68
CCC(=O)Nc1ccc(SCC(=O)N2CCCc3ccccc32)nn1 | 51
O=C(/C=C(\O)c1ccccc1)c1ccccc1O | 59
CSc1ccccc1NC(=O)NC1CC(=O)N(c2ccc(C)cc2)C1 (stereo unspecified) | 59
O=C1c2cccc3cccc(c23)C(=O)N1CCCSc1nnc(-c2cccc(S(=O)(=O)N3CCCCCC3)c2)o1 | 59
O=C(c1ccco1)N1CCc2ccc(NS(=O)(=O)Cc3ccccc3Cl)cc21 | 67
CC(C)(C)C(=O)N1CCc2ccc(NC(=O)c3cc4ccccc4oc3=O)cc21 | 91
Cc1c(-c2nc(-c3ccc(Cl)cc3)cs2)nnn1-c1ccccc1 | 67
CSc1sc(C(=O)/C=C/N(C)C)c2c1C(=O)CC(C)(C)C2 | 57
O=C1/C(=C/c2ccc3ccccc3c2)Cc2ccccc21 | 56
(cont.)
SMILES | RMI FANCM FP
CC1CN(C(=O)NCCSCc2cccc(C(F)(F)F)c2)CC(C)O1 (stereo unspecified) | 54
CCC(C)Sc1oc(-c2ccc(F)cc2)nc1S(=O)(=O)c1ccc(Cl)cc1 (stereo unspecified) | 123
CN1CCOc2ccc(NS(=O)(=O)Cc3ccccc3)cc2C1=O | 54
O=C1/C(=C\c2ccccn2)SC(=S)N1CCc1ccc(Cl)cc1 | 55
COc1ccccc1C1CC(c2ccc(NS(C)(=O)=O)cc2)=NN1c1nc(-c2ccccc2)c2cc(Cl)ccc2n1 (stereo unspecified) | 70
O=C(O)c1ccc(C(=O)Nc2ccc(Br)cc2C(=O)c2ccccc2)cc1 | 55
O=C(CSc1nncc2ccccc12)NCc1ccco1 | 61
CCn1nc(C)cc1C(=O)N(CC1CCCO1)c1nc2c(OC)ccc(OC)c2s1 (stereo unspecified) | 68
CN(CC(=O)Nc1ccccc1F)S(=O)(=O)c1cccc2cnccc12 | 56
CCCS(=O)(=O)N1CCC2(CC1)CC(=O)c1ccccc1O2 | 53
O=c1ccc(-c2ccccc2)nn1CCCNS(=O)(=O)c1ccccc1C(F)(F)F | 62
Nn1c(-c2ccncc2)nn2c(=O)c3ccccc3nc12 | 66
Cc1nn(CC(=O)Nc2ccccc2F)c(=O)c2c1cnn2-c1cccc(Cl)c1 | 52
Cc1cc(C)cc(S(=O)(=O)c2cc3cc(Cl)ccc3oc2=O)c1 | 61
Cn1c(SCC(=O)Nc2cccc(C#N)c2)nc2c(-c3ccccc3)c[nH]c2c1=O | 69
CCOc1ccc(C(=O)Nc2cc(C(=O)N3CCOCC3)cn(C)c2=O)cc1 | 61
N#CC(C(=O)c1ccco1)=C1SCCS1 | 56
O=C(Cn1cnc2c(-c3ccccc3)csc2c1=O)N1CCCCC1 | 61
COc1ccc(Cl)cc1NC(=O)C(=O)Nc1ccc2c(c1)OCO2 | 59
O=C(c1ccco1)N1CCC(c2nnc(-c3ccc(F)cc3)o2)CC1 | 61
O=C(NNc1cc(C(F)(F)F)nc2ccccc12)Nc1cccc(Cl)c1 | 60
Cc1c(C(=O)NCc2nnc(SCC(=O)N3CCCc4ccccc43)n2-c2ccc(F)cc2)cccc1[N+](=O)[O-] | 59
CCOC(=O)c1c(NC(=O)c2c(F)cccc2F)sc2c1CCN(C(=O)OCC)C2 | 63
Cc1ccc(Cc2nnc(NC(=O)C3CC3)o2)cc1C | 64
O=C(Nc1ccc(Cl)c(N2CCCS2(=O)=O)c1)C(=O)NC1CCCC1 | 64

Quoted at random: three records from the list
SMILES | RMI FANCM FP
O=C(O)c1ccc(C(=O)Nc2ccc(Br)cc2C(=O)c2ccccc2)cc1 | 55
Cc1cc(C)cc(S(=O)(=O)c2cc3cc(Cl)ccc3oc2=O)c1 | 61
Cc1ccc(Cc2nnc(NC(=O)C3CC3)o2)cc1C | 64

(further entries)
SMILES | RMI FANCM FP
COc1ccc(OC)c(C2CC(c3ccc(NS(C)(=O)=O)cc3)=NN2C(=O)c2ccco2)c1 (stereo unspecified) | 72
O=C(CCSc1ccccc1)c1ccc(Cl)s1 | 58
O=C(CSc1nnc2ccc(-c3ccncc3)nn12)Nc1ccc(F)cc1F | 66
CC(=O)C(N=Nc1ccc2c(c1)OCO2)=C(C)O | 56
Cc1c(S(=O)(=O)c2ccc(Cl)cc2)csc1S(=O)(=O)N1CCCCC1 | 58
COc1ccc(-n2c(C)nc3ccc(NC(=O)c4cccs4)cc3c2=O)cc1 | 60
c1ccc(OCCCn2c(C3CC3)nc3ccccc32)cc1 | 62
COc1cccc(-c2nnc(-c3ccccc3[N+](=O)[O-])o2)c1 | 54
Cc1ccc(-c2cc(=O)n(CC(=O)NCc3ccncc3)cn2)cc1 | 68
Cc1ccccc1Oc1ccc2noc3c2c1C(=O)c1ccccc1-3 | 56
COc1ccccc1NC(=O)NNC(=O)c1ccc(=O)n(Cc2ccc(C)cc2)c1 | 62
O=S(=O)(CCCOc1ccc(F)cc1)NCc1c(F)cccc1F | 67
Cc1cc(C(=O)Nc2c(C(N)=O)oc3ccccc23)nn1C | 56
Cc1cc(C(=O)O/N=C(/N)c2c(-c3c(Cl)cccc3Cl)noc2C)no1 | 64
COc1ccc(NC(=S)NNC(=O)c2ccc(-c3ccc(Cl)cc3)s2)c(OC)c1 | 52
Clc1ccc(-c2csc3ncnc(Sc4nnnn4-c4ccccc4)c23)cc1 | 84
N#Cc1cnn(-c2ccc(C(F)(F)F)cc2[N+](=O)[O-])c1N | 50
O=C(Nc1nc(-c2cc(Cl)ccc2Cl)cs1)c1cc(=O)c2ccccc2o1 | 70
C#Cc1cccc(NC(=O)CSc2nnc(-c3ccc(C(F)(F)F)cn3)o2)c1 | 59
O=C(NCCc1c[nH]c2ccccc12)C(=O)NCC(c1ccc2c(c1)OCO2)N1CCOCC1 (stereo unspecified) | 58
OC1CCN(C(=S)NC2CCCCCCC2)CC1 | 61
O=C(NCC1CC1)c1ccccc1NS(=O)(=O)c1cccc2nonc12 | 57
O=C(Cc1ccccc1[N+](=O)[O-])NC1C=CS(=O)(=O)C1 (stereo unspecified) | 59
O=C(CCSc1nnnn1-c1ccccc1)Nc1cccc(-c2nc3ccccc3s2)c1 | 74
CCc1ccccc1NC(=O)c1csc2c1CCC(C)C2 (stereo unspecified) | 60
Additional compounds:
SMILES | RMI FANCM FP
Cc1csc(NC(=O)CCn2c(=O)oc3ccc(Cl)cc32)n1 | 63
COc1ccc(CCC(=O)N2CCN(c3ccc(-c4ccc(F)cc4)nn3)CC2)cc1 | 77
Cc1cc(Br)c(S(=O)(=O)NCc2ccccn2)cc1C | 65
CC(=O)c1cccc(NC(=O)CCn2nc(C)c(Br)c2C)c1 | 63
O=C(c1ccccc1F)N1CCN(c2ccc(-c3ccccn3)nn2)CC1 | 64
CCOC(=O)N1CCN(C(=O)CSc2ccc(NC(=O)c3ccccc3F)nn2)CC1 | 62
CN(C)S(=O)(=O)c1ccc(C(=O)N2CCN(Cc3nc(C4CC4)cs3)CC2)cc1 | 60
Cc1cc(C)n(-c2nc3c(c(=O)n2CC(=O)NCc2ccccc2Cl)CCC3)n1 | 54
COc1ccc(S(=O)(=O)Nc2ccc3c(c2)N(C(=O)C2CCCC2)CC3)c(C)c1 | 71
CSc1nc(=O)cc(N)n1-c1ccccc1 | 56
O=C(Cn1cccc(-c2nc(-c3ccc(Cl)cc3)no2)c1=O)N1CCN(c2ccccc2F)CC1 | 91
CCc1ccccc1NC(=O)c1cc(S(=O)(=O)N2CCN(c3ccccc3)CC2)ccc1F | 60
CCOc1ccc(C(=O)Nc2c3c(nn2C)CCC3)cc1 | 64
CCOC(=O)c1sc(NC(=O)c2cccc(Cl)c2)nc1-c1ccccc1 | 63
O=C(Cn1c(C2CC2)nc2c(cnn2-c2ccccc2)c1=O)Nc1ccc2c(c1)OCCO2 | 104
O=C(CSc1nnc(NC(=O)C2CC2)s1)Nc1ccc(C(F)(F)F)cc1 | 59
COc1cccc2c(Nc3cc(C)cc(C)c3)c(C#N)cnc12 | 62
COc1ccc(S(=O)(=O)NCC2CCN(C3CCCC3)CC2)c(C)c1 | 77
S=C(N/N=C/c1ccc2c(c1)OCO2)NC1CC2CCC1C2 (stereo unspecified) | 53
COc1ccccc1N1CCN(C(=O)C2CCN(c3ncnc4c3sc3ncccc34)CC2)CC1 | 64
Cn1c(=O)n(Cc2ccc(Cl)cc2)c(=O)c2c(N3CCN(C(=O)c4ccco4)CC3)ccnc21 | 87
CCOC(=O)CC1Sc2ccccc2NC1=S (stereo unspecified) | 59
CC(C)(C)c1ccc(C(N)=NC(=O)N2CCOCC2)cc1 | 59
COc1ccc(-c2nc(NC(=O)c3ccnn3C)sc2C)cc1 | 69
CC(=O)c1sc(NC(=O)c2cc(C)nn2C)nc1C | 66
Further compounds:
SMILES | RMI FANCM FP
O=C(Nc1cccs1)N1CCN(c2ccc3nncn3n2)CC1 | 66
Cc1cccc(NC(=O)Cn2nc3n(C(C)C)c(=O)c4ccc(C(=O)NC(C)C)cc4n3c2=O)c1 | 70
CCOC(=O)c1nn(-c2ccc(C)cc2)c(=O)c2c(NC(=O)c3ccc(S(=O)(=O)N4CCCC4)cc3)scc12 | 70
S=C(NCCCn1ccnc1)Nc1cc(Cl)ccc1Cl | 59
C/C(=N\NC(N)=S)c1ccc(O)c(O)c1O | 63
COc1ccc(S(=O)(=O)NCc2ccsc2)cc1 | 65
O=C(Nc1ccccc1-n1cccc1)c1cc2ccccc2oc1=O | 52
COc1ccc2nc(-c3ccc(F)c(NC(=O)c4ccc(F)c(F)c4)c3)cn2n1 | 96
O=S(=O)(NCc1ccc(Cl)cc1)c1ccccc1 | 53
CCCCCCCOc1ccc(=S)[nH]n1 | 57
CNC(=O)/C=C/c1cccc(C(F)(F)F)c1 | 62
O=C(CSc1ccc(Cl)cc1)N1CCCc2ccccc21 | 59
CCCNC(=O)Cn1nc(C2CC2)c2cnn(-c3ccc(C)c(C)c3)c2c1=O | 66
CCOC(=O)CSC(=S)Nc1ccc(C)cc1C | 52
O=C(NCc1ccsc1)C(=O)Nc1cc(F)ccc1F | 72
O=S(=O)(c1ccc2c(c1)OCCO2)N1CCN(c2cc(Cl)ccc2Cl)CC1 | 67
CCOC(=O)N1CCN(C(=O)Nc2nc(CC(=O)NC3CCCCCC3)cs2)CC1 | 61
COC(=O)c1ccc2c(=O)n(CC(=O)NCc3ccc(F)cc3)c(=S)[nH]c2c1 | 63
COc1ccc(-c2c(C#N)c(SCC(=O)NCCc3ccccc3)nc3c2C(=O)CC(C)(C)C3)cc1 | 57
COc1ccccc1N1CCN(C(=O)c2cc(=O)c(OC)co2)CC1 | 62
COc1ccc(N2CCN(CCNC(=O)c3cccc4ccccc34)CC2)cc1 | 64
Cn1cc(C(=O)N2CCOCC2)cc(NC(=O)c2ccc(F)c(F)c2)c1=O | 59
COc1cccc(OCC(=O)Nc2ccc3c(c2)C(=O)NCCO3)c1 | 66
Cc1c(C(=O)OC(C)C)c2cc(OC(=O)c3ccco3)ccc2n1C(=O)c1ccco1 | 87
O=C(c1cccs1)N1CCN(c2ccc(-c3ccco3)nn2)CC1 | 53
CC(C)Sc1ccc2nn(CC(=O)Nc3cccc(F)c3)c(=O)n2n1 | 62
CCOc1ccc(S(=O)(=O)N2CCN(Cc3ccccc3)CC2)c2ccccc12 | 61
O=C(Nc1cccc(C(F)(F)F)c1)N1CCN(c2ccc(-n3cccn3)nn2)CC1 | 55
CNC(=O)Cn1cnc2c([nH]c3ccccc32)c1=O | 61
Cc1ccc(-n2cc(C(=O)NCc3ccccc3Cl)nn2)cc1 | 72

Shown as a markdown table: entries from further up.
| Compound | RMI FANCM FP |
| --- | --- |
| CCOc1ccc(S(=O)(=O)N2CCN(Cc3ccccc3)CC2)c2ccccc12 | 61 |
| COc1ccc(S(=O)(=O)NCc2ccsc2)cc1 | 65 |
| COc1ccc2nc(-c3ccc(F)c(NC(=O)c4ccc(F)c(F)c4)c3)cn2n1 | 96 |
| O=C(CSc1ccc(Cl)cc1)N1CCCc2ccccc21 | 59 |

Seven consecutive compounds out of the list so far, quoted:
SMILES | RMI FANCM FP
Cc1c(C(=O)OC(C)C)c2cc(OC(=O)c3ccco3)ccc2n1C(=O)c1ccco1 | 87
O=C(c1cccs1)N1CCN(c2ccc(-c3ccco3)nn2)CC1 | 53
CC(C)Sc1ccc2nn(CC(=O)Nc3cccc(F)c3)c(=O)n2n1 | 62
CCOc1ccc(S(=O)(=O)N2CCN(Cc3ccccc3)CC2)c2ccccc12 | 61
O=C(Nc1cccc(C(F)(F)F)c1)N1CCN(c2ccc(-n3cccn3)nn2)CC1 | 55
CNC(=O)Cn1cnc2c([nH]c3ccccc32)c1=O | 61
Cc1ccc(-n2cc(C(=O)NCc3ccccc3Cl)nn2)cc1 | 72

Screening results (PubChem)

This is a subset, so the mix of outcomes need not match the whole.
